Screens: PubChem, several laboratories
Tat transport – E. coli Tat transport inhibition; inhibition, % at 10 µM; E. coli MC4100 TorA-mCherry Tat export, fluorescence; 340,000 tested, 0.036% active;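 active means mean replicate inhibition at least 50% and at least half of replicates individually reaching 50%; inconclusive means only one of the two criteria met; inactive means neither criterion met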;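 further: exported cargo escapes ClpAP degradation while cytoplasmic cargo is degraded and loses fluorescence; 0% = median of neutral control wells and 100% = median of NaSCN control wells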
V-ATPase pHluor – regulators of yeast V-ATPase proton transport | AID 504577 | response, % at 10 µM | S. cerevisiae, pHLuorin cytosolic pH fluorescence | 350,000 tested, 0.37% active; in the data active means response mostly above about 7.3%, no sharp cut-off; inactive means mostly below about 5.4%; further: actives read high; inactives centre near 0; some compounds called inactive have numbers as strong as hits
MITF act – MITF TRPM1 promoter activation in melanoma cells; SK-MEL-5 TRPM1-promoter luciferase, 24 h; % of positive control, neutral wells = 0; activation, % at 12.5 µM; 300,000 tested, 0.75% active; AID 588334;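 active means mean activation of at least 80% with every replicate also reaching 80%; inconclusive means mean reaches 80% but some replicate falls short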;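 further: 0% = neutral control wells and 100% = parthenolide positive control wells; values of inactives mirror those of a sister screen read the other way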
RTF Ca sens act – increases calcium sensitivity of human cardiac regulated thin filaments; P19429+P45379; IANBD-labeled TnC RTF fluorescence at EC20 calcium; 0% EC20 calcium, 100% full calcium; activation, % at 7.2 µM; 340,000 tested, 0.24% active; AID 493008;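 active means activation above the mean over all tested compounds plus 3 SD, cut at about 30% in these data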;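 further: rise in fluorescence read as greater calcium sensitivity of cardiac thin filaments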
Wnt act – activates Wnt/beta-catenin signaling in a reporter cell assay. activator, plate reader. activation, % at 9.35 µM. 300,000 tested, 1.2% active; in the data active means activation above about 30%, passing the limit was not always enough; inconclusive means no clear call, values can overlap the other calls;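 further: 0% = neutral control wells and 100% = positive control wells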
Rtt109 HAT inh – C. albicans Rtt109 histone acetyltransferase inhibition; inhibition, % at 34.9 µM; AID 540336; Q5AAJ8; purified Rtt109/Vps75, ThioGlo CoA-SH fluorescence, 4 h; 330,000 tested, 0.16% active;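 active means inhibition of at least 50% in every replicate; inconclusive means best replicate reaches 50% inhibition but some replicates fall short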
Target sequence (Q5AAJ8 whole entry, looked up): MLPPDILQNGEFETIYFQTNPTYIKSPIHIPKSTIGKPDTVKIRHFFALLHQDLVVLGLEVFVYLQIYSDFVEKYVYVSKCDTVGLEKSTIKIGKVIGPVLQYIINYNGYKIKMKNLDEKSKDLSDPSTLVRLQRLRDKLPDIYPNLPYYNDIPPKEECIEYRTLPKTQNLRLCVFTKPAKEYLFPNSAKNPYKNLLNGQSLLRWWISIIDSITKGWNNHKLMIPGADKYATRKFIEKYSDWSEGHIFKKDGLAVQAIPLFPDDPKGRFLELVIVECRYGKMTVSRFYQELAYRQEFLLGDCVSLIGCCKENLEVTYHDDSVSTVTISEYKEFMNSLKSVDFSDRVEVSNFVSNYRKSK
dFosB act – mouse delta FosB homodimer activation; P13346; purified delta FosB, TAMRA-CDK5 oligo fluorescence polarization; percent of positive-control signal above neutral wells; activation, % at 25 µM; 340,000 tested, 0.99% active; AID 493131;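 active means mean activation above about 17%, with every replicate also reaching it, limit read from the data, passing the limit was not always enough; inconclusive means only one of the two conditions met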;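 further: fluorescence polarization rise as delta FosB binds a TAMRA Cdk5 AP-1 oligo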
CAL PDZ FP-1 – blocks peptide binding to human CAL PDZ domain. inhibition, % at 20 µM. Q9HD26. purified CAL PDZ, TMR-peptide fluorescence polarization, 1 h. 330,000 tested, 0.02% active. AID 504414;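 active means highest replicate inhibition of at least 40%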;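 further: plate controls were DMSO neutral control wells for no effect and unlabeled competitor peptide control wells for full effect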
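Material – purified CerCALP PDZ construct · Detection – FP readout, S and P plane fluorescence · Measure – percent inhibition from loss of millipolarization · Controls – unlabelled peptide for full inhibition, DMSO wells as neutral · Probe or stimulus – TMR-labelled reporter peptide T*-PRC34 bound in PDZ groove · Times – 1 h at RT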
CAL PDZ FP-2 – CAL PDZ (human) peptide binding inhibition; inhibition, % at 24.9 µM; 300,000 tested, 0.92% active; Q9HD26; AID 602252; purified CAL PDZ, TMR-peptide fluorescence polarization, 1 h;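 active means mean inhibition of at least 30% with at least half of replicates also reaching 30%; inconclusive means no clear call, values can overlap the other calls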;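 further: 0% = DMSO neutral control and 100% = excess unlabeled competitor peptide PRC23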
CDK5 p35 inh – inhibitors of human CDK5/p35 kinase; Q00535+Q15078; Recombinant CDK5/p35, ADP-Glo luminescence, 60 min; 330,000 tested, 0.01% active; inhibition, % at 10 µM;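 active means highest replicate inhibition of at least 50% and at least 75% of replicates reaching 50%; inconclusive means only one of the two criteria met; inactive means both criteria failed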;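 further: plate controls were DMSO neutral control for no effect and GW8510 at 10 µM for full effect; many of its hits are not listed in these tables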
Target sequence (Q00535 whole entry, looked up): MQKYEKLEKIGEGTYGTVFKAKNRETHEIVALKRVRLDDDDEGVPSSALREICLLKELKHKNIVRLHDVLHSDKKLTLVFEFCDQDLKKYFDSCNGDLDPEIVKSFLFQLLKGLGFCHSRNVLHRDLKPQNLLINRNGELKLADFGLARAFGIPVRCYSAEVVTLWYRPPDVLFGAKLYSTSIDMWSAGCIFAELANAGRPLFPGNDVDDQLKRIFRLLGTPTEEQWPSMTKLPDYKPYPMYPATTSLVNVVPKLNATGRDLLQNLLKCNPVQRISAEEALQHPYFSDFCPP
Target sequence (Q15078 whole entry, looked up): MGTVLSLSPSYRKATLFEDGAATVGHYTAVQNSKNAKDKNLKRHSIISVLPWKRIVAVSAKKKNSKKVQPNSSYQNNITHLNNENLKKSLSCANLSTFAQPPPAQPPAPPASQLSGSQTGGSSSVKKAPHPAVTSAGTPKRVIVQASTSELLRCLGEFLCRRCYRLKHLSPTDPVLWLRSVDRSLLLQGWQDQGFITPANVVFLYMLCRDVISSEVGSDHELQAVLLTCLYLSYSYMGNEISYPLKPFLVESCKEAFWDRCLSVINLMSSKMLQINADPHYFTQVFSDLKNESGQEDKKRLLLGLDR
Active calls of the source: *; u = inconclusive; x = not tested or not shown.

entry	MITF act	CDK5 p35 inh	dFosB act	CAL PDZ FP-1	Tat transport	RTF Ca sens act	Rtt109 HAT inh	CAL PDZ FP-2	Wnt act	V-ATPase pHluor	Molecule
1	x	-1.8	-9	0.3	2	-13	-1	-2	-1	4	Cc1ccc(S(=O)(=O)Nc2ccc(Nc3ccccc3)cc2)cc1
2	2	0.1	-2	0.1	-7	1	13	-2	x	3	Cc1ccc(O)c(C2=NOC(O)(C(F)(F)F)C2)c1 (stereo unspecified)
3	-14	-0.1	-2	-0.5	-5	7	0	-1	2	-4	C=CCn1c(SCC(=O)NC2CCCCC2)nnc1-c1cccnc1
4	8	-0.2	3	-1.3	6	4	-1	3	0	-2	COc1ccc(NC(=O)CC2SC(=N)N(c3ccccc3)C2=O)c(OC)c1 (stereo unspecified)
5	9	1.3	-2	-1.4	-3	2	-3	-2	-4	-3	CCc1cccc2c(C#N)cn(CC(=O)NCCOC)c12
6	-6	-0.6	-8	-0.6	-3	3	-1	x	0	2	Cc1cc(S(=O)(=O)N2CCCC2)ccc1OCC(=O)NCc1ccccn1
7	-6	4.0	1	-1.4	2	5	6	x	x	-5	C/C=C/C=[N+](\[O-])C(C)/C(=N/O)c1ccc(F)cc1 (stereo unspecified)
8	2	1.4	-21	-4.2	0	3	-2	x	2	-1	Cc1ccc(SCC(=O)OCC(=O)NC(C)c2ccc(Br)cc2)cc1 (stereo unspecified)
9	5	-4.7	-4	0.6	-3	-1	6	-4	0	-3	O=C(Nc1ccc(Cl)cc1)c1nc[nH]c1C(=O)N1CCc2ccccc2C1
10	x	2.2	-9	0.3	-16	0	4	-5	3	0	Cc1nn(CC(=O)O)c(C)c1C
11	-14	-1.8	-12	-3.9	-4	8	-3	x	-1	-4	COc1ccc(Cl)cc1NC(=O)c1cnccn1
12	-8	0.6	-5	-2.7	3	-3	9	-5	-3	2	COc1ccc(CCN(C)C(=O)C2CCCN(C3CCN(Cc4ccccc4)CC3)C2)cc1OC (stereo unspecified)
13	-26	0.5	2	0.0	-2	3	-8	-4	x	2	Cc1cc(C)n(-c2cc(N3CCN(S(=O)(=O)c4ccc5ccccc5c4)CC3)ccc2[N+](=O)[O-])n1
14	7	-4.1	-2	-0.3	5	3	-8	2	-1	3	NCC(=O)NCC(=O)OCc1ccccc1
15	1	5.3	6	-2.7	6	2	-4	1	x	-1	COC(=O)c1ccc(-n2nnnc2SCC(=O)Nc2ccccc2OC)cc1
16	-2	-1.6	-6	-2.1	-2	2	-2	-6	-1	0	COc1ccccc1CCNC(=O)c1ccc(NC(=O)CC2SC(N3CCCC3)=NC2=O)cc1 (stereo unspecified)
17	-15	0.9	-1	0.3	-6	5	2	3	0	-3	O=C(c1ccco1)N1CCN(C(=O)c2cc(=O)[nH]c3ccccc23)CC1
18	12	-2.4	-7	-2.5	-6	6	-1	-4	x	0	CC(=O)c1ccc(NC(=S)N2CC(C)CC(C)C2)cc1 (stereo unspecified)
19	40	5.8	-16	-3.1	-2	74*	43	-2	16	-1	CCN(CC)c1ccc(/C=C2\C(=O)c3ccc(C(=O)O)cc3C2=O)cc1
20	10	-1.8	-4	-4.2	-4	-1	28	-8	-2	6	CC(NC(=O)Nc1ccc(Cl)c(Cl)c1)C(c1ccccc1)N1CCOCC1 (stereo unspecified)
21	9	1.1	-4	-3.3	6	-2	4	2	-1	-1	Cc1ccccc1NP(=O)(c1ccccc1)c1nc2ccccc2s1 (stereo unspecified)
22	x	0.2	-8	-1.9	11	1	1	-3	-8	1	COc1ccccc1N1CCN(C(=O)c2ccc3nc(-c4ccco4)c(-c4ccco4)nc3c2)CC1
23	8	0.9	-3	x	-5	4	6	-3	0	-6	CCCOc1ccc(C(CC(=O)O)NC(=O)c2ccc3c(c2)OCO3)cc1 (stereo unspecified)
24	21	-0.4	-3	-2.7	-2	-1	1	-10	-4	1	Cc1ccc(C)c2[nH]c(=O)c(CCNC(=O)c3ccco3)cc12
25	51	1.6	8	0.4	6	1	6	0	13	2	Cn1cnc2cc(NCc3cccs3)ccc21
26	-26	0.5	-7	1.8	-6	-3	-1	3	6	-2	C/C(N=Nc1nc2ccccc2s1)=N\Nc1ccccc1O
27	0	-0.4	-3	x	3	4	9	1	-3	-2	Cn1c(SCC(=O)N2CCOCC2)nnc1-c1cnccn1
28	-4	-2.4	-3	1.1	0	0	-2	0	0	3	CCOc1ccc(-c2nnc3ccc(SCC(=O)N4CCN(c5ccccc5)CC4)nn23)cc1
29	2	-0.3	-7	0.0	-1	-10	0	0	-4	4	CCN(CC)c1ccc(/C=N/N2CCN(Cc3ccc(C)cc3C)CC2)c(O)c1
30	-8	1.9	3	0.2	11	-2	0	x	-2	-1	CCOC(=O)N/N=C/c1ccc(C)o1
31	-6	1.4	-12	1.1	2	-2	-8	-5	-5	3	CC(=O)c1ccc(N2CCN(C(=O)c3ccc(OCc4c(C)noc4C)cc3)CC2)cc1
32	54	0.0	27*	0.9	10	8	-119	-1	47*	4	N=c1oc2cc(O)ccc2cc1C(=O)Nc1ccc(Cl)cc1
33	x	-1.0	11	0.1	-2	-2	-1	-3	-3	-1	Cc1ccnc(NC(=O)c2ccccc2NC(=O)c2ccc(Cl)cc2Cl)c1
34	-3	x	-4	0.5	-1	-7	-2	7	-4	2	O=C(CCc1ccc(S(=O)(=O)N2CCOCC2)cc1)N1CCN(Cc2ccc3c(c2)OCO3)CC1
35	-6	0.5	0	-0.2	-9	0	-5	-2	3	0	O=C(O)CNC(=O)c1nc(-c2ccccc2)n(-c2ccccc2)n1
36	-13	-1.2	-17	-2.5	6	-3	1	-6	x	2	CS(=O)(=O)N1CCc2cc(S(=O)(=O)Nc3ccc4oc5c(c4c3)CCCC5)ccc21
37	-8	1.0	0	-1.1	-1	-2	-11	-1	-2	1	CCN1C(=O)N(c2cccc3ccccc23)C(C)=CC1(C)C
38	-5	0.4	0	-0.1	2	4	2	x	1	0	Cc1ccc(NC(=O)CSc2nncn2N)cc1C
39	10	0.1	-2	x	-1	4	-4	5	0	-3	CCCCC(=O)Nc1cc(C)c(NC(=O)c2ccco2)cn1
40	4	-1.2	0	-0.2	15	1	-7	-2	x	-2	CCOCC(=O)Nc1nnc(Cc2ccc(OC)cc2)s1

Another view of part of the listing above.
31: CC(=O)c1ccc(N2CCN(C(=O)c3ccc(OCc4c(C)noc4C)cc3)CC2)cc1
  MITF act = -6
  CDK5 p35 inh = 1.4
  dFosB act = -12
  CAL PDZ FP-1 = 1.1
  Tat transport = 2
  RTF Ca sens act = -2
  Rtt109 HAT inh = -8
  CAL PDZ FP-2 = -5
  Wnt act = -5
  V-ATPase pHluor = 3
32: N=c1oc2cc(O)ccc2cc1C(=O)Nc1ccc(Cl)cc1
  MITF act = 54
  CDK5 p35 inh = 0.0
  dFosB act = 27*
  CAL PDZ FP-1 = 0.9
  Tat transport = 10
  RTF Ca sens act = 8
  Rtt109 HAT inh = -119
  CAL PDZ FP-2 = -1
  Wnt act = 47*
  V-ATPase pHluor = 4

(further entries)
entry	MITF act	CDK5 p35 inh	dFosB act	CAL PDZ FP-1	Tat transport	RTF Ca sens act	Rtt109 HAT inh	CAL PDZ FP-2	Wnt act	V-ATPase pHluor	Molecule
41	x	-0.6	-12	-0.8	13	-3	3	x	x	0	Cc1ccc(C(c2nnnn2CCc2ccccc2)N2CCC(C)CC2)cc1 (stereo unspecified)
42	8	-0.3	7	0.0	-4	2	-2	-2	1	2	N#Cc1ccc(C(=O)Nc2ccc([N+](=O)[O-])cc2)c(F)c1
43	18	0.3	0	-2.0	1	-8	-4	-3	-4	2	COc1ccc(C(CNC(=O)CNC(=O)c2ccccc2Cl)N2CCCC2)cc1 (stereo unspecified)
44	3	-1.4	-2	0.0	-7	0	5	12	3	-4	CCOCCCNC(=O)C1CCN(S(=O)(=O)c2ccc3nc4c(c(C(=O)O)c3c2)CCCCC4)CC1
45	-9	1.4	-12	0.6	5	-2	-5	-7	-3	0	C1=CCC(CN2CCN(C3CCCCCC3)CC2)CC1 (stereo unspecified)
46	-6	0.5	-8	-1.4	-8	-5	9	-4	-2	3	C[n+]1cn(Cc2ccc(C#N)cc2)c2ccccc21
47	12	-0.8	-4	-2.0	4	0	-1	33*	0	3	O=C(NC1CCCCC1)C1CCN(c2nccs2)CC1
48	-11	-0.6	u	-1.4	0	5	-7	-10	x	6	CC1CC(C)CN(Cc2nc(N)nc(Nc3ccc4ccccc4c3)n2)C1 (stereo unspecified)
49	6	-0.6	1	-1.7	-2	-9	-7	-2	-2	0	COc1cccc(OC)c1C(=O)Nc1ccccc1NC(=O)c1c(OC)cccc1OC
50	-10	0.0	-9	-0.5	1	9	4	-1	-1	-2	CCCCn1nc(C(=O)Nc2ccc(S(=O)(=O)Nc3ncccn3)cc2)c2ccccc2c1=O
51	16	1.1	-5	-0.3	5	-1	4	0	0	4	Cc1c(CN(C)C(=O)c2ccc(Br)o2)cnn1C
52	x	-0.4	-4	-0.9	2	5	3	-5	13	4	CCC(=O)Nc1ccc(Nc2ccccc2)cc1
53	3	-2.2	1	-1.1	7	11	0	-1	-3	4	CCOC(=O)N1CCN(C(=O)Nc2ccccc2Cl)CC1
54	-4	-8.4	-6	x	8	15	-1	-2	-1	0	Cc1c(O)cc2n(c1=O)-c1ccccc1C2(C)C

Single entries from the list.
In CAL PDZ FP-2, N#Cc1ccc(C(=O)Nc2ccc([N+](=O)[O-])cc2)c(F)c1 reads -2
In Tat transport, COc1cccc(OC)c1C(=O)Nc1ccccc1NC(=O)c1c(OC)cccc1OC reads -2
In Rtt109 HAT inh, O=C(NC1CCCCC1)C1CCN(c2nccs2)CC1 reads -1
In RTF Ca sens act, C[n+]1cn(Cc2ccc(C#N)cc2)c2ccccc21 reads -5
In V-ATPase pHluor, Cc1ccc(C(c2nnnn2CCc2ccccc2)N2CCC(C)CC2)cc1 (stereo unspecified) reads 0

Arranged by SMILES length (low to high): six of the compounds above
entry	MITF act	CDK5 p35 inh	dFosB act	CAL PDZ FP-1	Tat transport	RTF Ca sens act	Rtt109 HAT inh	CAL PDZ FP-2	Wnt act	V-ATPase pHluor	Molecule
47	12	-0.8	-4	-2.0	4	0	-1	33*	0	3	O=C(NC1CCCCC1)C1CCN(c2nccs2)CC1
51	16	1.1	-5	-0.3	5	-1	4	0	0	4	Cc1c(CN(C)C(=O)c2ccc(Br)o2)cnn1C
53	3	-2.2	1	-1.1	7	11	0	-1	-3	4	CCOC(=O)N1CCN(C(=O)Nc2ccccc2Cl)CC1
41	x	-0.6	-12	-0.8	13	-3	3	x	x	0	Cc1ccc(C(c2nnnn2CCc2ccccc2)N2CCC(C)CC2)cc1 (stereo unspecified)
48	-11	-0.6	u	-1.4	0	5	-7	-10	x	6	CC1CC(C)CN(Cc2nc(N)nc(Nc3ccc4ccccc4c3)n2)C1 (stereo unspecified)
44	3	-1.4	-2	0.0	-7	0	5	12	3	-4	CCOCCCNC(=O)C1CCN(S(=O)(=O)c2ccc3nc4c(c(C(=O)O)c3c2)CCCCC4)CC1
